# TRPV1 agonist = human TRPV1 agonism; actives 0.19% (n = 320,000); activation, % at 8.33 µM; Q8NER1; TRPV1-expressing cells, Fluo-8 calcium influx, agonist mode; in the data active means activation above about 80%; inconclusive means between about 30% and that limit; further: 0% is about no effect
#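 TRPV1-expressing cells were cultured overnight at 35.5C and loaded with Fluo-8 calcium dye for 40 to 90 min at room temperature. After a 10 s baseline, compound was added and calcium influx was read kinetically for 3 min (ex 480/em 520 nm).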
# USP2a block = USP2a (human) protease inhibition; O75604; USP2 core, Ub-CHOP2 coupled fluorogenic reporter, 485/531; Potency, µM (titrated, usually from 38.3 µM), inactives show at the top dose activity change, negative = inhibition, actives largely listed as inhibitors; actives 0.01% (n = 330,000); AID 463254;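 further: potency means the concentration at half of the fitted maximal effect; plate controls were DMSO wells for no effect and full inhibition by NEM control for full effect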
#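 Deubiquitinase activity read as fluorescence (485/531 nm) after Ub-CHOP2 cleavage activates the enterokinase reporter on its substrate; USP2 core 10nM, Ub-CHOP2 and substrate 25nM each, 30min compound preincubation then 60min RT; data normalized to NEM, curves fitted.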
# KCNH2 3.1 block = blocks the human KCNH2 3.1 channel isoform | U2OS KCNH2 3.1, thallium flux FluxOr; active compounds read low | activity change, % (tested at about 1.8 µM) | actives 0.95% (n = 340,000) | AID 720553;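 active means maximum activity change below -70%; inconclusive means maximum activity change from -70% to -50%; inactive means maximum activity change above -50%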;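 further: thallium influx rate constant from kinetic fluorescence after stimulation buffer; on the % scale 0 is the no-effect control and ±100 the full control effect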
#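 Normalized rate constant (relative to positive and negative DMSO controls) derived from a 2 min kinetic fluorescence read after stimulation; U2OS cells expressing the 3.1 isoform via virus at 1.77 x 10^8 /mL.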
# Coupling enz = inhibits coupling enzyme system, counter-screen for aldolase hits; activity change, negative = inhibition, % at 58.2 µM, hits read low; actives 0.67% (n = 290,000); coupling enzyme system counterscreen, AmpLite Red fluorescence; in the data active means activity change below about -30%; further: on the % scale 0 is the no-effect control and ±100 the full control effect
#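 Counterscreen lacking aldolase: glyceraldehyde-3-phosphate coupling-enzyme reagent preincubated 10 min at RT with compound (at 57.5 uM final), then substrate/coupling system with AmpLite Red added; fluorescence read at 525/598 nm after 20 min RT.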
# Giardia killer = kills Giardia lamblia | activity change, % at 7.66 µM, hits read low | actives 0.15% (n = 340,000) | Giardia lamblia trophozoite viability; in the data active means activity change below about -80%; inconclusive means between about -30% and that limit;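 further: parasites exposed to compound for two days anaerobically before the ATP read; on the % scale 0 is the no-effect control and ±100 the full control effect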
#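 Trophozoites 100 cells/well + cpd; 48 hrs, 37 deg C, anaerobic. ATPLite 1-Step added, 15-30 min RT, luminescence read (ATP-based viability).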
# Menin MLL FP TR = displaces Texas Red mutant MLL peptide from human menin | AID 1768 | actives 0.23% (n = 270,000) | Menin + Texas Red MLL mutant peptide, fluorescence polarization | Potency, µM (highest dose often 61.6 µM), for the others: at the highest dose FP activity change, negative = inhibition, most hits filed as inhibitors; active means well fitted inhibition curve with a large enough effect in the polarisation, with a control signal flat, not every such curve was filed as active; inconclusive means small, poorly fitted or top-dose-only effect, or effect the other way, or a change in a side signal; inactive means no such curve, though single readings can be large or run the other way; the % refers to the polarisation; further: potency means the concentration at half of the fitted maximal effect; % of control where 0% means no effect; many of its hits are not listed in these tables
# CXXC DNA block = blocks binding of human MLL CXXC domain to DNA. Q03164. MLL-CXXC / FITC-HOXA9 DNA fluorescence polarization. Potency, µM (top dose mostly 115 µM), for the others: at the top dose activity change, negative = inhibition, actives largely listed as inhibitors. actives 0.037% (n = 290,000). AID 2662; active means well fitted inhibition curve with a large enough effect in the polarisation, with a control signal flat, not every such curve was filed as active; inconclusive means small, poorly fitted or top-dose-only effect, or effect the other way, or a change in a side signal; inactive means no such curve, though single readings can be large or run the other way; the % refers to the polarisation; further: potency means the concentration at half of the fitted maximal effect
# Target sequence (Q03164 whole entry, looked up, the tested form may be a part): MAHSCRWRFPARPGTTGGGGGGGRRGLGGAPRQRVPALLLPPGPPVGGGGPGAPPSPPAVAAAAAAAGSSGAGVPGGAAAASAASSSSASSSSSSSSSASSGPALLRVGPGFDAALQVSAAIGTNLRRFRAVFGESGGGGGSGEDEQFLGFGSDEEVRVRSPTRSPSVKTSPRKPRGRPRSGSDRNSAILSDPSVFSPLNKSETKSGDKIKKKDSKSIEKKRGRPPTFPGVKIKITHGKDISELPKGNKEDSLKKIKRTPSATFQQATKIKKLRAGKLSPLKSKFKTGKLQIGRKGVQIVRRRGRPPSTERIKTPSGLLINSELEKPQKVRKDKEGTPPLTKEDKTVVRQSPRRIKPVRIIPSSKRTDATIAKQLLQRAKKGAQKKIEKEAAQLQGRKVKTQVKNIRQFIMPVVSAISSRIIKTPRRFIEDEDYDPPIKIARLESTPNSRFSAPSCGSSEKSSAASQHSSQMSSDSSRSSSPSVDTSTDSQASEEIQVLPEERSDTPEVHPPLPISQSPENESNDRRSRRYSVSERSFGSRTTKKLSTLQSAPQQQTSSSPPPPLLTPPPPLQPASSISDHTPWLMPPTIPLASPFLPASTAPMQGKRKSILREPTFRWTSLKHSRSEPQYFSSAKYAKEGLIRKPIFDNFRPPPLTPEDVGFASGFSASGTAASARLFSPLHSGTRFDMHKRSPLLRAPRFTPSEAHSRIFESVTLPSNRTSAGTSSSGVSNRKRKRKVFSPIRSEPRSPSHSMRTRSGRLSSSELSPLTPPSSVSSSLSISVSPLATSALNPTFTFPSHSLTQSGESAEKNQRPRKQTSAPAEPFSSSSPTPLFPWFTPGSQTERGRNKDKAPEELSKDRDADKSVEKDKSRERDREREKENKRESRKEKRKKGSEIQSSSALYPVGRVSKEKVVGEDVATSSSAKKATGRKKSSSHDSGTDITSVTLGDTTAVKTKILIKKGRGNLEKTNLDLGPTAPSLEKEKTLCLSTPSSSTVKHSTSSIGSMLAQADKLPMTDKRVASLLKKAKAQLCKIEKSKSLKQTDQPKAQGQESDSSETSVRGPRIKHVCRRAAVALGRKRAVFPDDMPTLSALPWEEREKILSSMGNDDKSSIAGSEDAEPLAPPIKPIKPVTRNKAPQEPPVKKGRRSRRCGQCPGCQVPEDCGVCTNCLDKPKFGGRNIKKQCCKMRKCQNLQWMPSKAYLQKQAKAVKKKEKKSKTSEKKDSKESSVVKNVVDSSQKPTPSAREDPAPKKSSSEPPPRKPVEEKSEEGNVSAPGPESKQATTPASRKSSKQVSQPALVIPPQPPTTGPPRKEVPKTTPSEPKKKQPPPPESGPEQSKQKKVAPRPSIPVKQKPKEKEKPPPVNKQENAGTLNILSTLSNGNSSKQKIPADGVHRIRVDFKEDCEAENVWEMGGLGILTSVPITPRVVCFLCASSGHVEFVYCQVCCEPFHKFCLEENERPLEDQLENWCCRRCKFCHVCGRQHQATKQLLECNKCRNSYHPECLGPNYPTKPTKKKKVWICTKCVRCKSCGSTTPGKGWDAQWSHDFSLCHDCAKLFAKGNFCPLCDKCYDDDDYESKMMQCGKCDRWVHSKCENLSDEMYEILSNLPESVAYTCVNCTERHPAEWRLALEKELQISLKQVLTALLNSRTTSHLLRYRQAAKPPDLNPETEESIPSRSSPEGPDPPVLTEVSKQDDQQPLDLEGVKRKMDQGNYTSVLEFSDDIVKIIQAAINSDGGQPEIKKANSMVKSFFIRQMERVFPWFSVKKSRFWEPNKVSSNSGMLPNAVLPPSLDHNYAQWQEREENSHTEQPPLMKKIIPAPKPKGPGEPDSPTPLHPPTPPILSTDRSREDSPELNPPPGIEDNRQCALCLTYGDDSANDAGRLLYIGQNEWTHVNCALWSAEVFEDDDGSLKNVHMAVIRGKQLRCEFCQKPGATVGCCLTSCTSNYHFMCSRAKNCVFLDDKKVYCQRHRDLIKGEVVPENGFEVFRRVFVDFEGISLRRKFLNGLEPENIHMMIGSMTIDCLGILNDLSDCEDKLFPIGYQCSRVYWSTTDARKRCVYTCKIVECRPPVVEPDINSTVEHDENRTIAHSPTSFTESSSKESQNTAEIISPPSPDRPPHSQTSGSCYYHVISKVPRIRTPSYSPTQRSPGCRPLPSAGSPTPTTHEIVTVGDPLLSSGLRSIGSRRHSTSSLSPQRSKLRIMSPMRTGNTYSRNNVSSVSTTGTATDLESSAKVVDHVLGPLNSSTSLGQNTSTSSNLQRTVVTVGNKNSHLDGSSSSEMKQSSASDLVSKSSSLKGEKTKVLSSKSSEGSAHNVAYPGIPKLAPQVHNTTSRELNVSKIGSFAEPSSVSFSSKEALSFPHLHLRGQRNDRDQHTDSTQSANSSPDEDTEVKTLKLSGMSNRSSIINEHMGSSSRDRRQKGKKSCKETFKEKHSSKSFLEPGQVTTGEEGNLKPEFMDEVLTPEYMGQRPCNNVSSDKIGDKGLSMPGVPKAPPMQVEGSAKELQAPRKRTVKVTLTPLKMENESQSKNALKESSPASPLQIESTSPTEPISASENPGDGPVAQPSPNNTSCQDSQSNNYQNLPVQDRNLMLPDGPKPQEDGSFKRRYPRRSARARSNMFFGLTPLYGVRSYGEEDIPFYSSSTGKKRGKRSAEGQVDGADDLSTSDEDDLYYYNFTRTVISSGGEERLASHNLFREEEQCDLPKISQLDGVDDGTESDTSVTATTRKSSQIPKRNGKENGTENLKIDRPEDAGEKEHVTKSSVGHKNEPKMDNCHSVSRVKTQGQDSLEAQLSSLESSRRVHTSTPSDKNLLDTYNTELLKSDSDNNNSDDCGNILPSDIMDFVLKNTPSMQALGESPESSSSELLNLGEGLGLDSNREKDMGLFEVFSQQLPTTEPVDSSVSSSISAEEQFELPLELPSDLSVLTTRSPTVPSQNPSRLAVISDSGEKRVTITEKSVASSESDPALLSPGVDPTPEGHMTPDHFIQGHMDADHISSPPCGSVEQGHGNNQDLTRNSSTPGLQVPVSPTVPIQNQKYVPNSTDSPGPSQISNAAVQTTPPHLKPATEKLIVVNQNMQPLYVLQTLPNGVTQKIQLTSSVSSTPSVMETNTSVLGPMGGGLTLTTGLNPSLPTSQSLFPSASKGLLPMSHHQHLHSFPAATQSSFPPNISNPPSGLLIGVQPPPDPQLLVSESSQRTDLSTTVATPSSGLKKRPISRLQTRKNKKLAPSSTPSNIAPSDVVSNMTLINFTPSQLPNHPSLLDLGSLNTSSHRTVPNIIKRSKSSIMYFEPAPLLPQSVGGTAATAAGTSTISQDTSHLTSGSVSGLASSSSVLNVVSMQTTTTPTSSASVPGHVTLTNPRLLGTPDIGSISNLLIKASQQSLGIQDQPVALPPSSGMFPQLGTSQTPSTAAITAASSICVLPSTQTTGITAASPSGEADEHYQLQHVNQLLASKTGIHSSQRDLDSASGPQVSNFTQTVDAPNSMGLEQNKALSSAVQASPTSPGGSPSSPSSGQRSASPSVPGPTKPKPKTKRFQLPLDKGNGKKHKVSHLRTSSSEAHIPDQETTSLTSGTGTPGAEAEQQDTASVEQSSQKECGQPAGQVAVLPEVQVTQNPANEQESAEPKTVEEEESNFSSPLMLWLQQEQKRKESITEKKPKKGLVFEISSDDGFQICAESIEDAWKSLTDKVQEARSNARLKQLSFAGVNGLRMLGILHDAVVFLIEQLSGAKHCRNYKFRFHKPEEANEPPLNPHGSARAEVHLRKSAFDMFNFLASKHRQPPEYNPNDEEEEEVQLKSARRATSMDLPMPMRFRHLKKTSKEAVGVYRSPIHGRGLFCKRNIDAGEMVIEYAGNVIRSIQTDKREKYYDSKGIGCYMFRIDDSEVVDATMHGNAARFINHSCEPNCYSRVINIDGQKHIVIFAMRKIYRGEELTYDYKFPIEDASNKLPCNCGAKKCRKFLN
#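 Steps: dispense CXXC domain solution (7 uM) → pin compounds or unlabeled HOX-A9 DNA control → 5 min ambient → add FLSN-HOX-A9 solution (50 nM) → spin → 30 min ambient → fluorescence polarization. Tris pH 7.5/NaCl/DTT/BSA buffer.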
# B2AR arrestin = recruits beta-arrestin to the human beta2-adrenergic receptor | AID 492947 | Potency, µM (doses to about 46.1 µM), for inactives: at the highest dose activation, most hits filed as activators | beta-arrestin recruitment to beta2AR, cell-based reporter | actives 0.02% (n = 330,000) | P07550;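 further: potency means the concentration at half of the fitted maximal effect; 0% = DMSO controls and full agonism = EC100 isoproterenol or metaproterenol; nearly all actives have a fitted effect of over 65% in size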
# KCNH2 WT inh = inhibitors of human wildtype KCNH2 potassium channel. actives 0.37% (n = 340,000). activity change, % at 1.84 µM. U2OS, BacMam KCNH2, thallium flux FluxOr; active compounds read low. Q12809;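 active means maximum activity change below -70%; inconclusive means maximum activity change between -70% and -50%; inactive means maximum activity change above -50%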; further: on the % scale 0 is the no-effect control and ±100 the full control effect
#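 U2OS cells transduced with wild-type KCNH2 virus are loaded with FluxOr dye for 45 min, and thallium flux is measured in kinetic reads before and after stimulation buffer. Rate constants are normalized to DMSO controls.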
# Numbers without * were called inactive; u = inconclusive; x = not tested or not shown; & = joins results of further samples; [ ] = remark or other dose. Unless noted, the call rests on the fitted dose curve; in most records, active means well fitted curve in the direction sought with a large enough effect; inconclusive means small, poorly fitted or top-dose-only effect, or another doubt; inactive means no such curve, though single readings can be large; an effect the other way counts as inactive or inconclusive.
# Screens by letter – A = TRPV1 agonist; B = USP2a block; C = KCNH2 3.1 block; D = Coupling enz; E = Giardia killer; F = Menin MLL FP TR; G = CXXC DNA block; H = B2AR arrestin; I = KCNH2 WT inh
CCCN1CCCC(c2cccc(S(C)(=O)=O)c2)C1 (centres undefined)
  A: x; B: x; C: x; D: -7; E: x; F: -9%; G: x; H: x; I: x

COc1c(O)cc2c(c1O)C1OC(CO)C(O)[C@H](O)[C@H]1OC2=O (some centres undefined)
  A: x; B: x; C: x; D: 4; E: x; F: 2%; G: x; H: x; I: x

NC(CC(=O)Nc1ccc(Oc2cc(F)c(F)cc2Br)cc1)C(=O)O (centres undefined)
  A: x; B: x; C: x; D: -1; E: x; F: 21%; G: x; H: x; I: x

Cc1cn(C2CC(O)C(CO)O2)c(=O)[nH]c1=O (centres undefined)
  A: x; B: x; C: x; D: 1; E: x; F: 2%; G: x; H: x; I: x

CCCCC(=O)O[C@@]1(C(=O)CO)C(C)CC2C3CCC4=CC(=O)C=C[C@@]4(C)[C@]3(F)C(O)C[C@]21C (some centres undefined)
  A: x; B: x; C: x; D: 0; E: x; F: u; G: x; H: x; I: x

CN=C(NC#N)Nc1ccc(C2=NNC(=O)C[C@@H]2C)cc1
  A: x; B: x; C: x; D: 4; E: x; F: 11%[24.8 µM]; G: x; H: x; I: x

C=C1c2cccc(O)c2C(O)=C2C(=O)[C@]3(O)C(O)=C(C(N)=O)C(=O)C(N(C)C)C3C(O)C12 (some centres undefined)
  A: x; B: x; C: x; D: -5; E: x; F: u; G: x; H: x; I: x

CC1O[C@@H](O[C@H]2C(Oc3cc(O)c4c(=O)cc(-c5ccc(O)cc5)oc4c3)OC(CO)C(O)C2O)C(O)C(O)C1O (some centres undefined)
  A: x; B: x; C: x; D: 0; E: x; F: -11%; G: x; H: x; I: x

CNC1C(O)C2OC3OC(C)CC(=O)[C@@]3(O)O[C@H]2[C@H](NC)C1O (some centres undefined)
  A: x; B: x; C: x; D: 2; E: x; F: 17%; G: x; H: x; I: x

CC(=O)O[C@]1(C(C)=O)CC[C@@H]2[C@@H]3C=C(Cl)C4=CC(=O)[C@H]5C[C@@H]5[C@]4(C)[C@H]3CC[C@]21C
  A: x; B: x; C: x; D: 0; E: x; F: -24%[24.8 µM]; G: x; H: x; I: x

CCCCCCCCCCCCCCC[C@H](O)[C@@H](N)CO
  A: x; B: x; C: x; D: -2; E: x; F: -18%; G: x; H: x; I: x

COc1nccc(-c2c(-c3ccc(F)cc3)ncn2C2CCC(O)CC2)n1 (centres undefined)
  A: x; B: x; C: x; D: 1; E: x; F: -1%[24.8 µM]; G: x; H: x; I: x

CC1CC2C3CCC4=CC(=O)C=C[C@]4(C)[C@@]3(Cl)C(O)C[C@]2(C)C1(OC(=O)c1ccco1)C(=O)CCl (some centres undefined)
  A: x; B: x; C: x; D: 0; E: x; F: 16%; G: x; H: x; I: x

C#C[C@@]1(O)CC[C@@H]2[C@@H]3CCC4=CC(=O)CC[C@@H]4[C@H]3CC[C@]21CC
  A: x; B: x; C: x; D: 0; E: x; F: 7%[24.8 µM]; G: x; H: x; I: x

O=c1cc(O)c(Cl)c[nH]1
  A: x; B: x; C: x; D: x; E: x; F: 4%; G: -9%; H: x; I: x

# A second format for some results above:
SMILES	TRPV1 agonist	USP2a block	KCNH2 3.1 block	Coupling enz	Giardia killer	Menin MLL FP TR	CXXC DNA block	B2AR arrestin	KCNH2 WT inh
CNC1C(O)C2OC3OC(C)CC(=O)[C@@]3(O)O[C@H]2[C@H](NC)C1O (some centres undefined)	x	x	x	2	x	17%	x	x	x
CC(=O)O[C@]1(C(C)=O)CC[C@@H]2[C@@H]3C=C(Cl)C4=CC(=O)[C@H]5C[C@@H]5[C@]4(C)[C@H]3CC[C@]21C	x	x	x	0	x	-24%[24.8 µM]	x	x	x
CCCCCCCCCCCCCCC[C@H](O)[C@@H](N)CO	x	x	x	-2	x	-18%	x	x	x
COc1nccc(-c2c(-c3ccc(F)cc3)ncn2C2CCC(O)CC2)n1 (centres undefined)	x	x	x	1	x	-1%[24.8 µM]	x	x	x
CC1CC2C3CCC4=CC(=O)C=C[C@]4(C)[C@@]3(Cl)C(O)C[C@]2(C)C1(OC(=O)c1ccco1)C(=O)CCl (some centres undefined)	x	x	x	0	x	16%	x	x	x
C#C[C@@]1(O)CC[C@@H]2[C@@H]3CCC4=CC(=O)CC[C@@H]4[C@H]3CC[C@]21CC	x	x	x	0	x	7%[24.8 µM]	x	x	x
O=c1cc(O)c(Cl)c[nH]1	x	x	x	x	x	4%	-9%	x	x

# (list continues)
# Screens by letter – A = TRPV1 agonist; B = USP2a block; C = KCNH2 3.1 block; D = Coupling enz; E = Giardia killer; F = Menin MLL FP TR; G = CXXC DNA block; H = B2AR arrestin; I = KCNH2 WT inh
C[C@H](O)CN(C)C
  A: x; B: x; C: x; D: x; E: x; F: -5%; G: -5%; H: x; I: x

CCCOC(=O)c1ccc(N)cc1
  A: x; B: x; C: x; D: x; E: x; F: 1%; G: -1%; H: x; I: x

CCCC[C@H](O)c1ccccc1
  A: x; B: x; C: x; D: x; E: x; F: -5%; G: 6%; H: x; I: x

COc1ccc(-c2cc(=S)ss2)cc1
  A: x; B: x; C: x; D: x; E: x; F: u; G: 0%; H: x; I: x

Cc1c(Cn2ccnc2)c2ccccc2n1CCC(=O)O
  A: x; B: x; C: x; D: x; E: x; F: 1%; G: -3%; H: x; I: x

Cc1ccc(S(=O)(=O)NC(=O)NC2CCCCC2)cc1
  A: x; B: x; C: x; D: x; E: x; F: -1%; G: 4%; H: x; I: x

CCN(CC)CCNC(C(=O)OCCC(C)C)c1ccccc1 (centres undefined)
  A: x; B: x; C: x; D: x; E: x; F: -5%; G: 0%; H: x; I: x

CCN(CC)C(=O)Nc1ccc(OC[C@H](O)CNC(C)(C)C)c(C(C)=O)c1
  A: x; B: x; C: x; D: x; E: x; F: 7%; G: -6%; H: x; I: x

CCNC(=O)NCc1cccc(Cl)c1
  A: x; B: x; C: x; D: x; E: x; F: -2%; G: -4%; H: x; I: x

CC(C)COC(=O)c1ccc(N)cc1
  A: x; B: x; C: x; D: x; E: x; F: 2%; G: -6%; H: x; I: x

CCOC(=O)[C@H](CCc1ccccc1)N[C@H]1CS[C@H](c2cccs2)CN(CC(=O)O)C1=O
  A: x; B: x; C: x; D: x; E: x; F: 0%; G: -3%; H: x; I: x

C[C@H](N[C@@H](C)COc1ccccc1)[C@H](O)c1ccc(O)cc1
  A: x; B: x; C: x; D: 4; E: x; F: -2%[24.8 µM]; G: 3%[51.4 µM]; H: x; I: x

CC[C@H](NC(C)C)[C@H](O)c1ccc(O)c2[nH]c(=O)ccc12
  A: x; B: x; C: x; D: 2; E: x; F: 2%; G: -4%; H: x; I: x

NC(=O)C1(N2CCCCC2)CCN(CCCC(=O)c2ccc(F)cc2)CC1
  A: x; B: x; C: x; D: 0; E: x; F: -5%&-22%; G: 9%; H: x; I: x

O=C(c1ccccc1)c1ccc2n1CC[C@H]2C(=O)O
  A: x; B: x; C: x; D: -1; E: x; F: 2%[24.8 µM]; G: -4%[51.4 µM]; H: x; I: x

CN[C@H]1[C@@H](O)[C@@H](NC)[C@@H]2O[C@@]3(O)C(=O)C[C@@H](C)O[C@H]3O[C@H]2[C@H]1O
  A: x; B: x; C: x; D: 1; E: x; F: 6%[24.8 µM]; G: -4%[51.4 µM]; H: x; I: x

CC(=O)Oc1ccc(C(=C2CCCCC2)c2ccc(OC(C)=O)cc2)cc1
  A: x; B: x; C: x; D: -1; E: x; F: 2%&-16%; G: 0%; H: x; I: x

CCOC(N)=O
  A: x; B: x; C: x; D: 3; E: x; F: -5%; G: -3%; H: x; I: x

CC=CC1=C(C(=O)O)N2C(=O)[C@H](NC(=O)[C@H](N)c3ccc(O)cc3)[C@@H]2SC1
  A: x; B: x; C: x; D: -1; E: x; F: 3%; G: -4%; H: x; I: x

C[C@@H](C(=O)O)c1ccc(C(=O)c2cccs2)cc1
  A: x; B: x; C: x; D: 5; E: x; F: -4%[24.8 µM]; G: -7%[51.4 µM]; H: x; I: x

C=CCN1CC(C(=O)N(CCCN(C)C)C(=O)NCC)CC2c3cccc4[nH]cc(c34)CC21 (centres undefined)
  A: x; B: x; C: x; D: -1; E: x; F: -1%; G: 11%; H: x; I: x

C=CCn1c(=O)n(C2OC(CO)C(O)C2O)c2nc(N)[nH]c(=O)c21 (centres undefined)
  A: x; B: x; C: x; D: 2; E: x; F: u; G: 9%; H: x; I: x

CC(=O)OCC(=O)[C@@]1(O)CC[C@@H]2[C@H]3CCC4=CC(=O)C=C[C@]4(C)[C@]3(F)[C@@H](O)C[C@@]21C
  A: x; B: x; C: x; D: -3; E: x; F: 0%[24.8 µM]; G: 10%[51.4 µM]; H: x; I: x

COc1cc(C(c2c(C)[nH][nH]c2=O)c2c(C)[nH][nH]c2=O)ccc1OC(=O)c1cccc(C)c1
  A: 4; B: x; C: x; D: x; E: 10; F: x; G: x; H: x; I: x

COc1ccc(-n2nc3c(N4CCCC(C(=O)NCc5ccccc5C)C4)nnc(C)c3c2C)cc1 (centres undefined)
  A: 0; B: -4%; C: x; D: x; E: x; F: x; G: x; H: -0.7%; I: x

CCOC(=O)[C@H](CCc1ccccc1)N[C@@H](C)C(=O)N1Cc2ccccc2C[C@H]1C(=O)O
  A: x; B: x; C: 10; D: x; E: -24; F: x; G: x; H: x; I: 3

CC12CCC(=O)C=C1CCC1C2CCC2(C)C1CCC2(O)C(=O)CO (centres undefined)
  A: x; B: x; C: -6; D: x; E: -16; F: x; G: x; H: x; I: 3

# Source: PubChem BioAssay (National Center for Advancing Translational Sciences (NCATS))

# Only part of the results is shown, so the mix of outcomes need not match the whole.
